KB-3-1 cytotox – kills parental KB-3-1 adenocarcinoma cells; KB-3-1 viability, CellTiter-Glo ATP luminescence, 72 h; Potency, µM (series often up to 46.1 µM), for the others: at the top dose activity change, negative = cytotoxic, most hits filed as cytotoxic; 1.4% of 400,000 active; note: potency is the fitted concentration of half-maximal effect; % is set by controls: 0 for no effect and ±100 for the full control effect; nearly all actives have a fitted effect of over 60% in size
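Using CellTiter-Glo luminescence, growth of non-resistant KB-3-1 adenocarcinoma cells is assessed 72 h after pin-tool compound addition at 37 °C. Normalized responses across the concentration series yield fitted curves.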
HT1080 IDH1KD tx – toxicity to HT-1080 IDH1 knockdown cells (counter line) | HT-1080 IDH1 knockdown viability, ATP luminescence, 48 h | Potency, µM (series often up to 46.1 µM), for inactives: at the highest dose activity, negative = toxicity, hits mostly cytotoxic | 2% of 360,000 active | AID 686971;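 note: potency is the fitted concentration of half-maximal effect; 0% = DMSO wells and -100% = cell-free medium wells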
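Cytotoxicity counter-line: IDH1KD HT-1080, 48 h, CellTiter-Glo. Curves classed by r2, magnitude and activity.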
IL1B secr inh – inhibitors of inflammasome signaling (IL-1 beta secretion); THP-1 LPS/ATP IL-1B secretion, AlphaLISA, 16 h; active compounds read low; activity change, % at 57.5 µM; 4.7% of 360,000 active; in the data active = activity change below about -50%; inconclusive = mostly about -30% to -49%; note: % is set by controls: 0 for no effect and ±100 for the full control effect
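THP-1 cells pretreated 1 hr with compounds (up to 57.5 uM final), then stimulated with LPS (250 ng/mL final) plus ATP (1.25 mM final); secreted IL-1B measured by AlphaLISA after 16 hr, decreased signal indicating inhibition.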
GLP-1R agonist – GLP-1 receptor (human) agonism | P43220 | HEK293 GLP-1R CRE-luciferase, luminescence, 4-6 h; cells express a hypersensitive GLP-1R form | Potency, µM (doses to about 45.6 µM), for inactives: top-dose activation, hits mostly activators | 0.007% of 380,000 active | AID 624172; note: potency is the fitted concentration of half-maximal effect; % of control where 0% means no effect
Target sequence (P43220 whole entry, looked up): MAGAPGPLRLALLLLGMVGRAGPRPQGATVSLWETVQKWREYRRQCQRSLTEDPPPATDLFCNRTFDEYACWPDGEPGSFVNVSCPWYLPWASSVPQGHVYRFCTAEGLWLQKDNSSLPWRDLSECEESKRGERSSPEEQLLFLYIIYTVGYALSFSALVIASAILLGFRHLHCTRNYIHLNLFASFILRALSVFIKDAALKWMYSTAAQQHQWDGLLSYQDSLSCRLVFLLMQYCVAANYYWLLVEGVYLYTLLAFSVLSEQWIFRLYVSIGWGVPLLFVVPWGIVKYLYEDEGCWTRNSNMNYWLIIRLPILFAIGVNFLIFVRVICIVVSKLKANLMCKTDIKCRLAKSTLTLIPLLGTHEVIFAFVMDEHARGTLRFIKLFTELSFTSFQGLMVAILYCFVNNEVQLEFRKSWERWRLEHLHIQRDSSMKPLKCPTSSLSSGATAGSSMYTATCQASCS
SW480 rereplic – inducers of DNA re-replication in SW480 colon cancer cells; SW480 DNA re-replication, Hoechst DNA content imaging, 48 h; Potency, µM (series often up to 46.1 µM), without a hit: top-dose re-replication activation, usual class: activators; 1.8% of 340,000 active; AID 624297; note: potency is the fitted concentration of half-maximal effect; % of control where 0% means no effect; nearly all actives have a fitted effect of over 55% in size
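Compounds, transferred as 23 nL by pin tool, were incubated with cells for 48 hr; DNA content per nucleus was then quantified by Hoechst staining and fluorescence plate imaging.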
DRD3 antagonist – D3 dopamine receptor (human) antagonism; 2.5% of 360,000 active; D3R cells, DiscoveRx beta-arrestin luminescence, antagonist mode; active compounds read low; P35462; max response, negative = inhibition, %; in the data active = max response below about -50%; inconclusive = no clear call, values can overlap the other calls; note: % is set by controls: 0 for no effect and ±100 for the full control effect; mostly tested at two doses, the higher about 12 µM
Target sequence (P35462 whole entry, looked up): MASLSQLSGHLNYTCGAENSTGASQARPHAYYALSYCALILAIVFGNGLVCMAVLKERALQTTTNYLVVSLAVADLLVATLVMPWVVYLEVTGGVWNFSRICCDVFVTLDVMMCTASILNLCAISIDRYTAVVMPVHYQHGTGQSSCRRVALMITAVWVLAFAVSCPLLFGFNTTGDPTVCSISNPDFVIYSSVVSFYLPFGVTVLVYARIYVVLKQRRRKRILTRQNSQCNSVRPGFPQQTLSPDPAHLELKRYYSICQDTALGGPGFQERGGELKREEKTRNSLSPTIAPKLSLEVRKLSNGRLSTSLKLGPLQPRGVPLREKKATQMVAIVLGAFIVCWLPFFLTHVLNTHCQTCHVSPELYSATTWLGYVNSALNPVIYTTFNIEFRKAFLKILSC
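Cells expressing the human receptor were seeded at 1500 cells/well, incubated overnight at 37 degrees C in 5% CO2, then exposed to library compounds with dopamine controls for 90 minutes at 37 degrees C before luminescent detection.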
HT1080-NT tox – kills 2HG-producing HT-1080-NT fibrosarcoma cells. HT-1080-NT fibrosarcoma viability, CellTiter-Glo ATP luminescence, 48 h. Potency, µM (highest dose often 46.1 µM), for the others: at the highest dose activity, negative = less viability, hits mostly cytotoxic. 1.6% of 360,000 active. AID 686970;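 note: NT is the 2HG producing partner of a matched IDH1 knockdown line; potency is the fitted concentration of half-maximal effect; 0% = DMSO-treated cells and -100% = media-only wells without cells; nearly all actives have a fitted effect of over 55% in size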
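Compounds were tested in concentration-response format on HT-1080-NT cells for 48 hours at 37 degrees C. Cell viability came from CellTiter-Glo luminescence; curves were classified by r2, response magnitude and activity.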
KB-V1 MDR tox – KB-V1 MDR subline cytotoxicity | KB-V1 MDR cells viability, CellTiter-Glo, 72 h | Potency, µM (titrated, usually from 46.1 µM), inactives show top-dose activity change, negative = cytotoxicity, most hits filed as cytotoxic | 3.4% of 400,000 active | AID 1347076; note: potency is the fitted concentration of half-maximal effect; % is set by controls: 0 for no effect and ±100 for the full control effect; nearly all actives have a fitted effect of over 60% in size
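Following 72 h at 37 degrees C with compound, KB-V1 cell viability was read by CellTiter-Glo luminescence, medium being phenol-red-free DMEM plus 10% FBS; concentration-response parameters came from normalized, curve-fitted qHTS data.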
D3 ag – activates the human D3 dopamine receptor. 0.58% of 410,000 active. D3R DiscoveRx beta-arrestin cells, luminescence, 90 min. AID 652048. P35462. max activation, %; in the data active = max activation above about 30%; note: 0% is about no effect; mostly tested at two doses, the higher about 12 µM
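Agonist-mode cell screen: cells plated at 1500/well and incubated overnight at 37 °C, then exposed to library compounds for 90 min at 37 °C. Detection reagent was added for 30–60 min at room temperature, and luminescence was read.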
* = called active by the depositor; ? = inconclusive; / = no result given; & = joins results of further samples; ! = repeats disagree; [ ] = another dose, or the depositor's remark. Unless noted, calls come from the whole dose curve; as a rule, active = well fitted curve in the direction sought with a large enough effect; inconclusive = small, poorly fitted or top-dose-only effect, or another doubt; inactive = no such curve, though single readings can be large; an effect the other way counts as inactive or inconclusive.

SMILES	KB-3-1 cytotox	HT1080 IDH1KD tx	IL1B secr inh	GLP-1R agonist	SW480 rereplic	DRD3 antagonist	HT1080-NT tox	KB-V1 MDR tox	D3 ag
Cc1ccc(N2C(=O)NC(=O)/C(=C\c3cc(C)n(-c4cc(C(=O)O)cc(C(=O)O)c4)c3C)C2=O)cc1	-2%	5%	7	4%	-1%	-54*	7%	0%	-4
CCC1=Nc2cc(C(=O)N3CCC4(CC3)OCCO4)ccc2Sc2ccc(C)cc21	0%	-9%	-1	4%	-2%	23	2%	20%	4
CC(C)c1ccc(OCC(=O)N2CCN(C)CC2)c(Br)c1	10%	2%	9	20%	-7%	-52*	0%	?	-25
CCCCn1c(=O)c(C(=O)Nc2ccccc2N)c(O)c2ccccc21	-26%	6%	28	-3%	-15%	10	-1%	?	7
CN1C2CCC1C(C(=O)O)C(O)C2 (centres undefined)	0%	11%	-10	13%	6%	-21	7%	7%	-9
C#CCOc1cc(C2C3=C(COC3=O)Nc3cc4c(cc32)OCO4)ccc1OC (centres undefined)	0%	-2%	85	-4%	2.1µM*	-18	-4%	?	-25
CN(C)c1ccc(NC(=O)CN2C(=O)CN=C(c3ccccc3)c3ccccc32)cc1	0%	-3%	?	5%	-5%	?	1%	0%	-15
Cc1ccc(C2CC(=O)C(C=NCCN3CCN(C(=O)Cc4ccccc4)CC3)=C(O)C2)cc1 (centres undefined)	15%	6%	5	10%	-4%	-24	-3%	-6%	-4
CCOC(=O)C1(CCc2ccccc2)CCN(C2CCSCC2)CC1	-21%	11%	-18	13%	?	-3	0%	?	-20
Cc1cc(=O)oc2cc(OCC(=O)N3CCN(Cc4ccc5c(c4)OCO5)CC3)ccc12	19%	4%	-5	0%	-23%	-10	0%	0%	1
O=C(Cc1ccccc1)N1CCN(Cc2cccc(Br)c2)CC1	-2%	4%	-3	3%	-2%	-4	-5%	?	-13
Cc1ccc(OC(=O)N(C)C[C@H]2OCc3cnnn3CCCC(=O)N([C@@H](C)CO)C[C@H]2C)cc1	-7%	2%	30	0%	/	?	-5%	0%	-8
COc1ccc(F)cc1C(=O)C1CCCN(Cc2cnc(C)s2)C1 (centres undefined)	-5%	-1%	40	5%	4%	?	2%	?	-13
Oc1cc2c(cc1O)CN(C(=S)NCCc1ccc(Cl)cc1)CCC2	0%	40µM*!	-67*	32%	-30%[inhibitor]	-2	32µM*	15µM*	-16
Nc1c(C(=O)NCCN2CCOCC2)c2nc3ccccc3nc2n1Cc1ccccc1	14%	-5%	/	17%	23µM*	6	-6%	?	-1
CCN1C[C@@]2(COC)C3[C@@H](OC)[C@H]4[C@@H]1[C@@]3(C1C[C@H]3[C@H](OC(C)=O)C1[C@]4(OC(C)=O)C[C@H]3OC)[C@@H](OC)C[C@H]2OC(C)=O (some centres undefined)	0%	12%	11	-1%	0%	16	-1%	8%	9
C=CCn1c(O)c(/C=N/NC(=O)CCCC)c(=O)[nH]c1=S	0%	7%	14	-1%	2%	0	-3%	-1%	1
CCCCCCn1c(=O)c(C(=O)Nc2nc(CC(=O)OCC)cs2)c(O)c2ccccc21	?	-6%	3	0%	-32%[inhibitor]	-3	2%	2.1µM*	4
Cc1ccc2c(c1)C1CN(C)CCC1N2C(=O)COc1ccc(N(C)S(=O)(=O)c2cccs2)cc1 (centres undefined)	22%	-18%	-11	1%	?	6	-29%	3%	-5
CCN1CCOC(c2ccccc2)C1 (centres undefined)	/	2%	7	-12%	-9%	5	5%	/	23
CCCC(C)C1(CC)C(=O)NC(=Nc2ccccc2OC)NC1=O (centres undefined)	7%	-14%	17	-14%	-8%	8	-2%	-3%	2
C#C[C@@]1(O)CCC2C3CCC4=C/C(=N/OCC(=O)NC(C(=O)NC(CC(C)C)C(=O)O)C(C)C)CC[C@]4(C)C3CC[C@@]21C (some centres undefined)	27%	-2%	36	3%	-13%	6	-2%	?	2
O=C(c1ccc(N2CCCCCC2)c([N+](=O)[O-])c1)N1CCC2(CC1)OCCO2	-2%	0%	-18	2%	17%	-17	0%	?	0
CN1CCC(N(C)c2nc(-c3ccccc3)nc3ccccc23)CC1	4%	-2%[9.24 µM]	/	-1%	2%	-24	16µM*	0%	-18
COc1c(O)ccc2c1-c1c3c(cc4c1C(C2)N(C)CC4)OCO3 (centres undefined)	10%	14%	-5	-4%	-10%	-21	?	-9%	-8
O=C(c1ccc2c(c1)N(Cc1c(F)cccc1Cl)C(=O)c1ccccc1S2)N1CCC2(CC1)OCCO2	4%	/	/	1%	/	/	/	0%	-5
CN(C)C(=Nc1ccccc1)P(=S)(N(C)C)N(C)C	-6%	?	16	5%	1%	-5	17%	-5%	1
O=C(Nc1cccnc1)c1c(O)c2c(n(Cc3ccccc3)c1=O)CCCC2	?	-25%	-14	-2%	-12%	0	-21%	0%	-1
COc1ccc(C(CNC(=O)c2ccc3c(c2)CCC3)N(C)C)cc1 (centres undefined)	4%	-14%	-10	12%	3%	-81*	-28%	-10%	-12
COc1cc2c(cc1OC)C(C(=O)N(C)C1CCCCC1)C1CCCCN1C2=O (centres undefined)	21%	0%	-1	-2%	-2%	-8	0%	?	-6
COc1ccc(P2(=O)Nc3ccccc3N2)cc1	9%	-20%	7	-2%	-8%	-6	-11%	9%	0
O=c1[nH]c(=S)n(Cc2ccco2)c(O)c1C=NCc1cccs1	-5%	0%	0	-1%	-1%	-70*	2%	8%	-4
O=C(O)CN1C(=O)CN=C(c2ccccn2)c2cc(Cl)ccc21	9%	-1%	39	0%	-5%	15	-8%	-7%	-1
CC(=NCCCN1CCOCC1)c1c(O)n(-c2ccccc2C)c(=O)[nH]c1=O	2%	9%	2	-6%	-5%	4	-2%	-1%	-19
COc1ccc(C(CC(=O)N2CCC3(CC2)OCCO3)NS(=O)(=O)c2ccc(C)cc2)cc1 (centres undefined)	?	5%[9.24 µM]	14	-12%	-1%	18	11%	?	-2
CCOc1ccccc1CN1C2CCC1CC(c1ccc(C)cc1)C2 (centres undefined)	-60%	-26%	-12	0%	?	-70*	-27%	3%	-27
CCOC(=O)CC1c2ccccc2-n2nncc2CN1C (centres undefined)	0%	0%	14	0%	-19%	0	-1%	0%	-21
COc1cc(OC)cc(-n2nc(C(=O)N3CCC4(CC3)OCCO4)c3ccccc3c2=O)c1	-1%	4%	-10	0%	2%	10	0%	6%	-2
O=C(COC(=O)Cc1ccccc1)NC(=O)NC1CCCCC1	-6%	5%	-1	13%	0%	-9	-1%	0%	5
O=C(Cc1ccccc1)OCc1ccccc1	0%	14%	6	0%	2%	-18	-3%	9%	7
Oc1ccc(Cl)cc1	0%	1%	24	-3%&2%	?	0	-1%	18%	19&-3
COc1ccc(C2/C=C\CN(C(=O)Oc3ccccc3)CC(=O)N2Cc2ccc(F)cc2)cc1 (centres undefined)	0%	-1%	40	3%	25%	-21	-3%	-12%	15
COc1ccc(CNC(=O)CCC(=O)N2C[C@H]3C[C@H](C2)c2cccc(=O)n2C3)cc1OC	0%	4%	21	-1%	-6%	-22	5%	?	20
CC(=O)OC1C2CCCC1C(N1CCCC1)CC2 (centres undefined)	14%&16%	11%&11%	18&10	-19%&12%	2%&0%	-6&-3	17%&12%	?	-6&-3

Some of the compounds tested. The share of hits here may be higher or lower than overall.
